NCF1 inh = p47phox/p22phox peptide binding inhibitors, primary screen, biochemical, uHTS, NADPH oxidase regulatory subunit; Neutrophil cytosol factor 1 (Homo sapiens), P14598; fluorescence polarization, 2 h; inhibition, % at 24.7 µM; 0.53% of 220,000 active;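 active = inhibition above about 30%, limit read from the data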;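 also: 0% = p47phox with labelled peptide and 100% = labelled peptide alone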
PPC-1+TRAIL kill = compounds killing PPC-1 cancer cells with TRAIL present, primary screen, TRAIL potentiator project, ATPLite luminescence, uHTS; PPC-1 cells + TRAIL, ATPLite viability luminescence; cell killing (% activity), % at 4 µM; 0.41% of 220,000 active;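 active = cell killing above 50% in the first pass at 4 µM, then a duplicate retest at 5 µM averaging 50% or more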;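 also: plate controls were cells with TRAIL plus DMSO for no effect and medium-only wells lacking cells for full effect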
CHOP inh = inhibitors of CHOP promoter induction, primary screen, cell-based, unfolded protein response, luciferase reporter; 3.8% of 220,000 active; CHO-K1 CHOP-promoter luciferase, tunicamycin-induced, 15-18 h; inhibition, % at 10 µM; AID 2732, 2010;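 active = compounds that reduced the stress-induced luciferase reporter signal by more than about 70% of percent inhibition, limit read from the data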;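 also: 0% = tunicamycin plus vehicle and 100% = wells without tunicamycin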
TNF death inh = inhibitors of TNF-alpha triggered necroptosis, primary screen, cell-based, Jurkat FADD-/-, single concentration; Jurkat FADD-/- TNF necroptosis rescue, ATP luminescence, 24 h; 0 = TNF only, 100 = no-TNF cells; AID 463075, 2010; 0.068% of 220,000 active; activation (protection from cell death), % at 10 µM;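 active = activation, meaning protection from cell death, of at least 50% relative to plate controls; inactive = activation below 50%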;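 also: necroptosis triggered by 40 ng/mL TNF-alpha added together with compound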
TRPN1 ag = zebrafish TRPN1 channel agonists, primary screen, cell-based, HEK293, calcium fluorescence. HEK293 zebrafish TRPN1-YFP, Fluo-8 calcium fluorescence; 100% = response to 87 µM carbachol. activation, % at 3 µM. 0.18% of 220,000 active. AID 1424, 2008;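 active = activation above its plate's cutoff, the mean activation of test wells on that plate plus 3 SD, cut at about 19% in these data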;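 also: 0% = DMSO alone and 100% = 87 µM carbachol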
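Material: zebrafish TRPN1-YFP in HEK293 cells. Doses: one dose of 3 µM, 0.3% DMSO. Incubation: dye 1 h 37 °C plus 30 min RT. Measured by: intracellular calcium fluorescence with Fluo-8.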
TRPML3 ag = human TRPML3 channel agonists, primary screen, cell-based, HEK293 TRPML3-YFP, Fluo-8 calcium fluorescence, 3 µM. AID 1448, 2008. activation, % at 3 µM. 100% = the carbachol control signal. 0.29% of 220,000 active;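 active = activation above its plate's cutoff, the mean activation of the plate's test wells plus 3 SD, cut at about 12% in these data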;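 also: 0% = DMSO only wells and 100% = carbachol wells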
Target sequence (Q8TDD5 whole entry, looked up): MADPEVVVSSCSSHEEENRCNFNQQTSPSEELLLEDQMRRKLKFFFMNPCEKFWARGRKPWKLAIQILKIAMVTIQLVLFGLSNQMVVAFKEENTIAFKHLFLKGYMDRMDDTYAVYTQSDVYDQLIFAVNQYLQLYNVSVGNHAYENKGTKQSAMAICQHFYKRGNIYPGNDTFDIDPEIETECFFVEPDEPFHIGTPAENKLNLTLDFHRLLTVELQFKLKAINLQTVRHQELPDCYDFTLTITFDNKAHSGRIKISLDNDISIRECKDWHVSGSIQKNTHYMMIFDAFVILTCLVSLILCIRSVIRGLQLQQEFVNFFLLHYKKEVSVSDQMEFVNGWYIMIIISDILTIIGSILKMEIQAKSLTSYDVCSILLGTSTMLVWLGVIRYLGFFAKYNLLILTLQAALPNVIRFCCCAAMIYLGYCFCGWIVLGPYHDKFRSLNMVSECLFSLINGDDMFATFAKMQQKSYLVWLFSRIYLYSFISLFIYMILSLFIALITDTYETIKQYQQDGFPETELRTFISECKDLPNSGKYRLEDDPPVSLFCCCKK
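system = HEK293 cells stably carrying human TRPML3-YFP | doses = one concentration, 3 µM nominal, 0.3% DMSO | timing = dye loading 1 h 37 °C then 30 min ambient, 125 s read | detection = Fluo-8 calcium dye fluorescence, ex 470-495, em 515-575 nm | benchmarks = high control carbachol 87 µM, low control DMSO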
EBV gp42 inh = Epstein-Barr virus gp42 inhibitors, primary screen, biochemical, uHTS, fluorescence polarization; Fluorescence polarization binding assay, mP read-out; inhibition, % (tested at 21.74 µM); Glycoprotein 42 (Epstein-Barr virus (strain AG876)), Q1HVG2; AID 1085, 2008; 0.42% of 220,000 active; in the data active = inhibition above about 50%
Target sequence (Q1HVG2 whole entry, looked up): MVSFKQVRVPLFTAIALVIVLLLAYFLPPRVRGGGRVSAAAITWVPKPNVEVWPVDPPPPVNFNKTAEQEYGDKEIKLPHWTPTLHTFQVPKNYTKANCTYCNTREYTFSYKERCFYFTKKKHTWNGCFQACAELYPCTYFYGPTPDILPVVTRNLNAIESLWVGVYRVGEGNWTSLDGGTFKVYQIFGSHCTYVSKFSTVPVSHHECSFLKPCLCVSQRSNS
MDM2 E3 inh = MDM2-luciferase reporter signal enhancers, primary screen, MDM2 E3 ligase inhibitor project, cell-based, luminescence, 1536-well | signal enhancement, % at 5 µM | 0.11% of 210,000 active | cell-based MDM2 ubiquitination luciferase reporter, 2 h; 0 = plate control, 100 = twice control, blank-subtracted | E3 ubiquitin-protein ligase Mdm2 (Homo sapiens), Q00987;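 active = signal enhancement of 30% or more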;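 also: luminescence tracks abundance of the self-degrading MDM2-luciferase fusion protein; higher signal means inhibition of MDM2 E3 ligase activity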
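test system = mammalian cells stably expressing self-ubiquitinating, self-degrading MDM2 E3–luciferase fusion | quantity = 2000 cells/well | incubation = cell settling 4 h, compound treatment 2 h, both 37 °C | signal = luminescence with SteadyLite reagent, 15 min at room temperature | evaluation = % enhancement relative to plate controls after blank subtraction | benchmarks = plate controls and plate blanks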
Runt-SMMHC FRET = inhibitors of RUNX1 Runt–CBFb-SMMHC binding, primary screen, biochemical, FRET, Cerulean-Runt, Venus-CBFb-SMMHC, uHTS | inhibition, % at 20 µM | Runt-related transcription factor 1 (Homo sapiens) + Core-binding factor subunit beta … | Cerulean-Runt/Venus-CBFb-SMMHC FRET ratio 530/480, 1 h | 0.74% of 220,000 active | AID 1434, 2008;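 active = mean inhibition across duplicate retests at 20 µM reaching about 50%, limit read from the data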;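 also: 0% = DMSO wells and 100% = wells with excess untagged CBFb-SMMHC; inhibitors lower the FRET ratio by blocking Runt binding to CBFb-SMMHC; some results filed as inactive read as strong as hits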
An asterisk follows results filed as active; . = no result given.

Compound	NCF1 inh	PPC-1+TRAIL kill	CHOP inh	TNF death inh	TRPN1 ag	TRPML3 ag	EBV gp42 inh	MDM2 E3 inh	Runt-SMMHC FRET
O=C1c2ccccc2C(=O)N1CCCCSc1nnc(-c2ccc(OC(F)F)cc2)o1	-6	20	21	-0.6	1.3	0.5	-10	-8	-6
CCN(CC(=O)NC1CCS(=O)(=O)C1)S(=O)(=O)c1ccc(C)c(C)c1 (configuration not stated)	-1	30	40	-0.6	-0.8	0.5	-10	1	-4
CCOC(=O)c1c(C)n(CCNC(C)=O)c2ccc(O)cc12	4	-25	4	-1.4	-0.1	-0.5	-5	-7	0
Cc1onc(-c2ccccc2Cl)c1C(=O)NC(=S)Nc1ccccc1F	-3	30	68	-4.7	-0.6	1.4	-5	3	3
CCOc1ccccc1NC(=O)Nc1cccc(C(C)=O)c1	-21	8	32	-0.9	0.6	-0.2	-9	-8	1
CCOc1ccc(C(CC(=O)O)NC(=O)c2ccco2)cc1OC (configuration not stated)	2	42	14	-1.2	-0.1	0.1	-21	-14	-1
O=C(c1cc(-c2ccccc2)nc2ccccc12)N1CCOCC1	-1	-3	10	0.3	0.0	7.3	-6	-13	2
CCOC(=O)c1ccccc1C(=O)N1CCOCCOCCOCC1	11	31	-2	1.5	-0.6	-1.0	-6	-6	3
O=S(=O)(NC1CCCCC1Nc1ccc(Cl)cc1)c1ccccc1 (configuration not stated)	-10	0	51	0.6	-1.5	-0.3	14	2	2
CCN(CC)C(=O)CC(c1ccc(OC)cc1)c1c(O)cc(OC)cc1OC (configuration not stated)	-4	-5	-2	2.7	.	.	-25	-2	-6
COc1ccccc1NS(=O)(=O)c1cccc(NC(=O)c2ccc3ccccc3n2)c1	-40	32	46	-0.2	1.2	1.1	-21	1	4
CCN(CC)S(=O)(=O)c1cc(NC(=O)Cn2ncc(Cl)c(Cl)c2=O)ccc1C	0	17	53	-30	0.0	-0.4	7	14	-13
CSc1nc(-c2ccc(Cl)cc2)nn1S(=O)(=O)c1ccc(Cl)cc1	-15	24	72*	-2.2	0.2	0.7	-7	1	-2
Cc1ccc(NC(=O)COC(=O)CCc2nc3ccccc3c(=O)[nH]2)cc1Cl	-3	-12	-1	-0.1	0.2	0.4	4	-16	7
COCc1[nH]nc2c1C1(CCC3(CC1)OCCO3)C(C#N)=C(N)O2	-2	-2	12	0.9	2.5	1.3	-21	-14	2
Cc1ccc(C)c(OC2=NS(=O)(=O)c3ccccc32)c1	1	-2	18	-0.1	-1.0	0.3	1	-9	0
Clc1cccc(CN2CCCCCCC2)c1Cl	-6	8	60	1.3	0.2	0.7	-11	-8	0
CN(CC(=O)N1CCN(c2cccc(Cl)c2)CC1)S(=O)(=O)c1cccs1	-14	-2	-8	0.4	-0.3	0.8	-12	-2	-1
Fc1ccc(NC(=S)N2CCc3ccccc3C2)c(F)c1	-13	2	7	2.3	-0.9	-0.1	1	-6	0
Cc1cc(NC(=O)CSc2nc3c(cc2C#N)CCCC3)no1	-5	29	-1	1.2	1.2	0.8	-6	-22	-1
Cc1ccc(-c2nc3ccccc3o2)cc1NC(=S)NC(=O)/C=C/c1ccco1	-101	26	30	-12	0.6	0.1	-5	7	-2
COc1cccc(-n2c(Cc3cc(=O)[nH]c(=O)[nH]3)nnc2SCC(=O)N2CCC(C)CC2)c1	-18	7	20	0.9	0.2	1.0	6	-15	-3
COc1cc(CNCc2ccccn2)ccc1OCc1ccc(Cl)cc1Cl	-6	9	98*	-4.1	-0.5	0.0	-10	-12	0
Cc1cccc(C(=O)N[C@H](C(=O)Nc2ccc(S(=O)(=O)NC3=NCCCCC3)cc2)C(C)C)c1	0	14	15	2.8	-0.1	-1.0	-16	-14	4
Cc1oc2c(c1C(=O)NC(Cc1c[nH]c3ccccc13)C(=O)O)CCCC2 (configuration not stated)	-9	7	17	-1.2	1.3	-0.4	6	-17	0
O=C(O)CCc1nnc2n(Cc3ccc(F)cc3)c(=O)c3ccccc3n12	7	15	9	0.3	-1.0	0.7	-3	-16	-2
CSc1ccc(CNC(=O)c2c(C)noc2C)s1	-11	14	17	6.1	0.9	-0.3	-8	-12	0
O=C1C=C(O)CC(c2ccc(Cl)cc2)C1 (configuration not stated)	-8	-1	2	-1.0	-0.7	0.8	-9	-11	2
O=C(Nc1ncc2c(n1)-c1ccccc1OC2)c1ccc(Cl)cc1	-8	10	-2	-3.1	0.7	0.4	4	-14	-2
c1csc(CN2CCOCC2)c1	-1	-1	24	1.0	-0.8	0.6	13	-34	2
COc1ccc(C2=NOC3(CC(=O)N(c4ccc5ccccc5c4)C3=O)C2)c(OC)c1 (configuration not stated)	-38	-3	56	-3.7	-0.2	0.1	13	-20	2
c1ccc(-n2c(-c3ccco3)nnc2N2CCOCC2)cc1	-8	-2	3	2.0	-0.3	-0.1	-15	-16	2
Cc1ccc(N(CC(O)CN(C)C)S(=O)(=O)c2ccccc2)cc1 (configuration not stated)	-8	23	17	1.7	2.0	0.5	-20	-19	-2
CCCS(=O)(=O)c1nc(S(=O)(=O)c2ccc(C)cc2)c(NCc2ccccn2)s1	-6	-22	18	0.4	-1.0	0.7	5	-7	0
O=C1N=C(N2CCOCC2)SC1=C1CCCCC1	-8	8	9	1.0	2.1	1.0	-23	0	0
COc1cccc2c(=O)cn[nH]c12	-9	-4	11	2.4	1.0	0.2	-3	0	5
CCOC(=O)c1csc(NC(=O)CSc2nnnn2-c2ccc(OC)c(OC)c2)n1	-17	15	31	-0.7	0.8	0.6	-14	2	-1
CS(=O)(=O)c1ccc(N2CCOCC2)c(S(C)(=O)=O)c1	-10	14	8	-0.8	0.2	0.1	-12	2	-9
O=C(N/N=C/c1cccc(F)c1)c1ccc(Cl)cc1	-4	15	35	-1.7	-0.4	0.3	-7	-21	-1
Cc1ccc(S(=O)(=O)N(CC(=O)N2CCOCC2)C2CCCCC2)cc1	-1	23	26	0.2	-0.1	1.0	-19	-10	2
CCOC(=O)CSc1nc(=O)n2cccc(C)c2n1	4	11	-8	0.7	0.7	0.3	-12	-2	-2
CC1(C)C(CC2OCC(CN3CCCCC3)O2)[C@H]2CC[C@@H]1C2 (some centres not stated)	-3	2	-6	9.2	0.9	1.1	-15	-5	-1
Cc1cc(C)c2nc(C(F)(F)F)nc(N3CCN(C(=O)c4ccco4)CC3)c2c1	-18	6	44	-0.1	0.0	-0.1	16	-6	0
Cn1ncc(Br)c1C(=O)NC12CC3CC(CC(C3)C1)C2	3	-4	-13	0.1	-2.0	-0.7	-2	-2	1
CCN(CC)CCOC(=O)C1(c2ccccc2)CCOCC1	-6	4	6	-0.1	3.0	0.4	-15	-26	2
Cc1ccc(S(=O)(=O)N(CC(=O)Nc2cccc(N(C)S(C)(=O)=O)c2)c2ccc(Cl)c(Cl)c2)cc1	-15	32	19	-11	-0.9	1.1	-10	-10	-1
CCCC(=O)Nc1nc2ccc(NC(=O)c3cccnc3)cc2s1	-8	8	-33	-6.8	1.6	0.1	-12	-3	3
C=CCn1c(SCC(=O)Nc2ccccc2OC)nnc1-c1ccccn1	-10	10	43	-0.1	0.3	-0.1	-15	-1	-3

Entries of single compounds from above. Screens in order: NCF1 inh, PPC-1+TRAIL kill, CHOP inh, TNF death inh, TRPN1 ag, TRPML3 ag, EBV gp42 inh, MDM2 E3 inh, Runt-SMMHC FRET
CCN(CC)CCOC(=O)C1(c2ccccc2)CCOCC1 is listed with -6, 4, 6, -0.1, 3.0, 0.4, -15, -26, 2
CC1(C)C(CC2OCC(CN3CCCCC3)O2)[C@H]2CC[C@@H]1C2 (some centres not stated) is listed with -3, 2, -6, 9.2, 0.9, 1.1, -15, -5, -1

Returning to the listing, repeating the 6 entries before the break.
Compound	NCF1 inh	PPC-1+TRAIL kill	CHOP inh	TNF death inh	TRPN1 ag	TRPML3 ag	EBV gp42 inh	MDM2 E3 inh	Runt-SMMHC FRET
Cc1cc(C)c2nc(C(F)(F)F)nc(N3CCN(C(=O)c4ccco4)CC3)c2c1	-18	6	44	-0.1	0.0	-0.1	16	-6	0
Cn1ncc(Br)c1C(=O)NC12CC3CC(CC(C3)C1)C2	3	-4	-13	0.1	-2.0	-0.7	-2	-2	1
CCN(CC)CCOC(=O)C1(c2ccccc2)CCOCC1	-6	4	6	-0.1	3.0	0.4	-15	-26	2
Cc1ccc(S(=O)(=O)N(CC(=O)Nc2cccc(N(C)S(C)(=O)=O)c2)c2ccc(Cl)c(Cl)c2)cc1	-15	32	19	-11	-0.9	1.1	-10	-10	-1
CCCC(=O)Nc1nc2ccc(NC(=O)c3cccnc3)cc2s1	-8	8	-33	-6.8	1.6	0.1	-12	-3	3
C=CCn1c(SCC(=O)Nc2ccccc2OC)nnc1-c1ccccn1	-10	10	43	-0.1	0.3	-0.1	-15	-1	-3
COc1cc(NC(=O)C2=C(N3CCOCC3)/C(=C/c3ccc(Cl)cc3)CC2)cc(OC)c1OC	-13	-10	20	5.4	-1.7	0.1	-4	-3	-2
O=C(CSCC(=O)NC1CCCC1)Nc1ccccc1	5	19	-10	1.7	2.3	0.4	-2	-9	1
O=C(NC(C(=O)O)c1ccccc1)c1ccccc1 (configuration not stated)	-4	18	23	-1.0	0.6	0.6	-22	0	1
Cn1c(=O)n(C)c2cc(CNc3ccc(N4CCOCC4)c(C(=O)O)c3)ccc21	-20	22	-10	-2.1	-0.1	-0.5	-16	-25	0
COc1ccc(C2=NN(C(=O)CCC(=O)O)C(c3cccs3)C2)cc1OC (configuration not stated)	0	-8	5	0.7	0.4	0.3	1	-9	-3
C=CCS(=O)(=O)N1CCC(CCOc2ccccc2)(C(=O)OCC)CC1	2	15	5	-0.3	-0.5	1.5	5	-12	1
